# Bioassay records deposited in PubChem by Sanford-Burnham Center for Chemical Genomics.
# CXCR6 block – CXCR6 (human) receptor inhibition | O00574 | CHO-K1 PathHunter CXCR6 beta-arrestin, luminescence | inhibition, % at 20 µM | 360,000 tested, 0.36% active; in the data active = inhibition above about 34%, passing the limit was not always enough;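 also: antagonist mode with CXCL16 agonist at 10 nM final; 0% = 10 nM CXCL16 with DMSO and 100% = unstimulated wells without agonist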
# Target sequence (O00574 whole entry, looked up): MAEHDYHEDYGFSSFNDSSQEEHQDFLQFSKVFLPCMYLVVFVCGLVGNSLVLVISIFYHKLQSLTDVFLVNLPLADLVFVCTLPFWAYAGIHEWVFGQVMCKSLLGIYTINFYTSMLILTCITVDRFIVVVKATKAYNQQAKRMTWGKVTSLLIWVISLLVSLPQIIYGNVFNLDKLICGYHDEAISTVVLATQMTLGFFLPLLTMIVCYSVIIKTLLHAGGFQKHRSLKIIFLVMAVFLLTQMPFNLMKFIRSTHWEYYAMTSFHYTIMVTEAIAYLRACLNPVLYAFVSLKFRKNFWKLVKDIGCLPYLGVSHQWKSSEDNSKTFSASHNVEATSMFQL
# tim23-1 inh – growth inhibitors of tim23-1 mutant yeast. S. cerevisiae tim23-1 growth, BacTiter-Glo luminescence, 24 h. inhibition, % at 20 µM. 330,000 tested, 1.3% active. AID 463212;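 active = growth inhibition of the mutant yeast at or above 50%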;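 also: temperature-sensitive mutant grown at 25 °C; plate controls were DMSO-treated mutant yeast for no effect and medium wells lacking yeast for full effect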
# Mdm2 MdmX PPI – inhibitors of human Mdm2/MdmX interaction. SaOS-2 split-luciferase Mdm2/MdmX complementation, luminescence. inhibition, % at 8 µM. 330,000 tested, 3% active;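 active = inhibition of at least 50% at 8 µM in the primary screen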
# UPR CHOP act – apoptotic UPR (CHOP) activation. activation, % at 10 µM. CHO-CHOP luciferase reporter, luminescence; percent of tunicamycin response over DMSO baseline. 330,000 tested, 0.34% active;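 active = at 10 µM dose, activation of 40% or more, normalized to positive control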;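 also: 100% = tunicamycin at 10 µg/mL and 0% = DMSO alone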
#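 Test system: CHO-CHOP cells, stable luciferase reporter of PERK-eIF2a-CHOP signalling | Quantity: 500 CHO-CHOP cells per well | Buffer or medium: F12 plus 10% serum | Compound dosing: 10 µM single point, 0.5% DMSO | Schedule: 6 h compound treatment, 37 °C | Signal: Luciferase luminescence | Control set: Tunicamycin high control, DMSO low control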
# APJ ag – APJ receptor agonism. activation, % at 20 µM. P35414. 330,000 tested, 0.11% active. CHO-K1 APJ PathHunter beta-arrestin, luminescence; 0% DMSO wells, 100% apelin;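 active = activation more than six SD over the plate average, tested at 20 µM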;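 also: 0% = DMSO alone and 100% = apelin-13 at 10 nM; some results filed as inactive read as strong as hits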
#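 Assay system: CHO-K1 cells stably expressing ProLink-tagged human APJ and arrestin–beta-gal acceptor. Compound dosing: 20 µM single point, 1% DMSO. Times: 16-18 h seeding, 90 min dark compound exposure, 60 min detection. Detection: beta-gal luminescence. Evaluation: APJ–arrestin association signal. Controls: negative DMSO alone, positive Apelin-13 at 10 nM.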
# EBI2 block – blocks human EBI2 receptor beta-arrestin signaling; P32249; EBI2 beta-arrestin recruitment, luminescence, 7a,25-OHC stimulated; inhibition, % at 5 µM; 360,000 tested, 0.81% active; in the data active = inhibition above about 38%;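 also: enzyme fragment complementation signal reports receptor beta-arrestin coupling in cells; 0% = agonist plus DMSO wells and 100% = wells without agonist; some results beyond the cut were filed as inactive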
# Target sequence (P32249 whole entry, looked up, the tested form may be a part): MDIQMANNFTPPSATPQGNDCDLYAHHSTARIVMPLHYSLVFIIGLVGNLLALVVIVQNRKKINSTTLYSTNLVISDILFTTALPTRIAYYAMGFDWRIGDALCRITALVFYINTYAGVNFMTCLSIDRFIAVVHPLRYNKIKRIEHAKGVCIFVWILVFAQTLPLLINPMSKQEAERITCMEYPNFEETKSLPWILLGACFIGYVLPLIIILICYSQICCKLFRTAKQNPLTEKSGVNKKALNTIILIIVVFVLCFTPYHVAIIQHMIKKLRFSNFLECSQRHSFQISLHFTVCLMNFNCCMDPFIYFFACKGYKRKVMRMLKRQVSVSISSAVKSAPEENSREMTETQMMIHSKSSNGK
# APJ antag – antagonists of human APJ apelin receptor. CHO-K1 APJ beta-arrestin complementation, luminescence. inhibition, % at 20 µM. 330,000 tested, 0.32% active. AID 2521;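 active = inhibition above about 40% at 20 µM, limit read from the data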;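 also: cells challenged with 10 nM apelin-13 agonist together with compound; plate controls were apelin-13 plus DMSO wells for no effect and DMSO wells lacking apelin-13 for full effect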
# UPR XBP1 act – adaptive UPR (XBP1) activation | AID 463104 | activation, % at 20 µM | 330,000 tested, 0.33% active | CHO-XBP1 luciferase reporter, IRE1-XBP1 UPR activation, luminescence; percent of tunicamycin response, DMSO as zero;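 active = versus positive control, 20 µM dose yields 30% or more activation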;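 also: 100% = tunicamycin at 10 µg/mL and 0% = DMSO only wells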
#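 Assay system: IRE1-XBP1 luciferase reporter CHO line. Input: 1000 cells/well. Buffer or medium: F12 with 10% serum. Doses: 20 µM, 1% DMSO. Times: overnight seeding at 37 °C, 6 h compound treatment at 37 °C. Technique: Steady-Glo luciferase glow luminescence, 10 min after reagent addition.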
# CCR6 antagonist – blocks CCL20-driven beta-arrestin recruitment at human CCR6; P51684; 340,000 tested, 0.49% active; CHO-K1 CCR6 PathHunter beta-arrestin, luminescence, CCL20-stimulated; inhibition, % at 20 µM;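 active = compounds whose inhibition of the agonist-driven luminescence signal at 20 µM reaches about 50%, limit read from the data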;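 also: cells stimulated with CCL20 at 14 nM final; plate controls were DMSO with CCL20 for no effect and DMSO without agonist for full effect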
# Target sequence (P51684 whole entry, looked up): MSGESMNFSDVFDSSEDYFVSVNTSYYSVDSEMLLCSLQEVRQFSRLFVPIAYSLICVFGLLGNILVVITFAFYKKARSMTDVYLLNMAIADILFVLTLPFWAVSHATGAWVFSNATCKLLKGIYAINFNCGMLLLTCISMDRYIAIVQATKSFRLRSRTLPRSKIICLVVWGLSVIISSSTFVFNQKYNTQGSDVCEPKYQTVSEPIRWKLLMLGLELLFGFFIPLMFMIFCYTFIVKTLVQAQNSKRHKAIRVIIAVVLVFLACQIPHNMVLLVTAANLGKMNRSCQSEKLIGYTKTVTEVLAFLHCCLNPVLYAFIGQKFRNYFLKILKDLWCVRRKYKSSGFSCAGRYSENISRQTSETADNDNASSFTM
# Numbers without * were called inactive; x = no result given. A portion of the library; rates above refer to the full screens.
# Start of the data: the first 5 entries, to show the layout:
SMILES,CXCR6 block,tim23-1 inh,Mdm2 MdmX PPI,UPR CHOP act,APJ ag,EBI2 block,APJ antag,UPR XBP1 act,CCR6 antagonist
CC(C(=O)Nc1ccc(Br)cc1C(=O)c1ccccc1)N1CCCCC1 (configuration not stated),-5,39,-20,3.4,-4,-13,9,-1,13
FC(F)(F)c1ccc(CN2CCNCC2)cc1,-15,7,-21,0.8,-3,0,24,-3,-3
Cc1ccc(Cn2nnnc2CN2CCC(n3nnc4ccccc43)CC2)cc1,3,33,26,-2.3,7,9,10,2,16
Cc1ccc(C2(O)CCN3CCCCC32)cc1 (configuration not stated),1,1,4,-0.7,-2,-4,16,-1,17
c1cncc(CNC2CCCC2)c1,-6,-4,6,1.1,-3,4,-7,0,1

# The listing, repeating the preview:
SMILES,CXCR6 block,tim23-1 inh,Mdm2 MdmX PPI,UPR CHOP act,APJ ag,EBI2 block,APJ antag,UPR XBP1 act,CCR6 antagonist
CC(C(=O)Nc1ccc(Br)cc1C(=O)c1ccccc1)N1CCCCC1 (configuration not stated),-5,39,-20,3.4,-4,-13,9,-1,13
FC(F)(F)c1ccc(CN2CCNCC2)cc1,-15,7,-21,0.8,-3,0,24,-3,-3
Cc1ccc(Cn2nnnc2CN2CCC(n3nnc4ccccc43)CC2)cc1,3,33,26,-2.3,7,9,10,2,16
Cc1ccc(C2(O)CCN3CCCCC32)cc1 (configuration not stated),1,1,4,-0.7,-2,-4,16,-1,17
c1cncc(CNC2CCCC2)c1,-6,-4,6,1.1,-3,4,-7,0,1
O=C(c1ccccc1)c1cn(CC(=O)N2CCOCC2)c2ccccc12,4,19,23,3.7,3,-2,9,-4,3
C=CCN1CC[C@]23c4c5ccc(O)c4OC2C(O)CC[C@@]3(O)[C@H]1C5 (some centres not stated),6,-6,12,-1.3,-4,0,4,0,12
CN1C(CC(O)c2ccccc2)CCCC1CC(O)c1ccccc1 (configuration not stated),-1,-23,29,-1.9,-3,0,-2,-4,15
O=c1[nH]c(O)c(C=Nc2ccc(F)c(Cl)c2)c(=O)[nH]1,-1,9,3,4.2,1,18,-6,-4,4
Cc1ccc(C2(O)CN3CCC2CC3)cc1 (configuration not stated),-9,24,6,-0.9,-4,6,8,1,16
COC(=O)C1=C(c2ccc(C(C)=O)cc2)C[C@@H]2CC[C@H]1N2C(=O)NC(C)C,1,9,11,0.3,-4,-3,8,-1,-10
C=CCn1c(O)c(C(C)=Nc2cccc(C(F)(F)F)c2)c(=O)[nH]c1=O,3,17,7,-0.7,-2,-1,-6,1,0
Oc1ccccc1CN(CCc1ccccc1)Cc1ccccc1,2,27,-5,1.3,-2,9,1,-1,24
CP(=O)(O)CCCN,0,22,-14,-2.5,-1,-7,5,1,-8
CCN1C[C@]2(COC)CC[C@H](O)[C@]34C1[C@](O)([C@@H](OC)[C@H]23)[C@@]1(O)C[C@H](OC)[C@H]2C[C@@H]4[C@@H]1[C@H]2OC,1,-3,-3,-0.9,-1,4,-20,-5,11
O=C(Nc1ccccc1)c1c(O)[nH]c(=S)[nH]c1=O,10,12,-36,0.3,13,7,-9,1,6
c1ccc2c3c(ccc2c1)OCC1CONC31 (configuration not stated),x,3,-19,1.3,-5,x,0,-2,15
CC1(C)CC(=O)C(C=NCCN2CCN(C(=O)Cc3ccc(F)cc3)CC2)=C(O)C1,2,5,-27,-2.1,0,-14,-25,-2,-2
c1ccc(C2CN3CCC2CC3)cc1 (configuration not stated),-4,2,22,0.4,0,-1,-13,1,-3
CN1C(=O)c2ccccc2Sc2ccc(C(=O)N3CCC4(CC3)OCCO4)cc21,-1,29,15,-0.4,-1,-4,-31,1,5
CN(C)C(Cc1ccc(Cl)cc1)C(=O)c1ccccc1 (configuration not stated),8,8,-19,4.9,-3,11,13,2,16
COc1ccc(CNC(=O)CCC(=O)N2C[C@H]3C[C@H](C2)c2cccc(=O)n2C3)cc1,8,-6,16,-0.7,-2,6,3,-2,-7
CCOC(=O)C1CCN(/C=C2/C(=O)NC(=O)N(c3ccc(OCC)cc3)C2=O)CC1,-7,12,17,2.2,-5,-3,8,-2,-1
COC(=O)C1=C(c2ccc3ccccc3c2)C[C@@H]2CC[C@H]1N2C(=O)N1CCOCC1,-7,23,-7,1.2,0,2,-11,-2,12
CCN(CC)c1nc2c(C)cccn2c(=O)c1C=C1C(=O)NC(=O)NC1=O,9,14,-4,1.2,-4,-11,3,0,-1
COCCNC(=O)N1[C@H]2CC[C@@H]1C(C(=O)OC)=C(c1ccc(OC)c(OC)c1)C2,10,13,1,0.8,-2,0,6,0,-4
OC(CNCCc1c[nH]c2ccccc12)c1ccccc1 (configuration not stated),-8,-3,12,1.4,1,4,0,-1,0
COC(=O)C1=C(c2ccc3ccccc3c2)C[C@@H]2CC[C@H]1N2C(=O)NCc1ccc(C(F)(F)F)cc1,0,34,19,0.5,-2,5,10,-1,10
CC(Cc1ccccc1)NC(=O)c1ccc(N)cc1 (configuration not stated),-3,6,-57,2.4,0,-4,-4,-1,6
CN(C)C(=O)Oc1ccc(-c2cn3cc(C(F)(F)F)ccc3n2)cc1,5,9,-34,3.6,2,-2,-6,3,-4
O=C1NC(=O)N(c2cccc(F)c2)C(=O)/C1=C/c1ccc(N2CCOCC2)cc1,2,0,0,2.4,-5,-8,-11,-1,11
Cc1cc2ccccn2c1C(C[N+](=O)[O-])c1c(F)cccc1Cl (configuration not stated),9,69*,97*,13,0,-21,4,-8,23
O=Cc1cn(CCCOc2ccccc2)c2ccccc12,-6,20,12,-0.8,-3,4,3,-3,8
C=CCn1c(O)c(C(C)=NCCC2=CCCCC2)c(=O)[nH]c1=O,4,18,31,-2.2,-4,1,19,3,7
COc1ccccc1CNCCc1ccc(F)cc1,-1,-4,1,0.0,-3,-13,15,2,8
COc1ccc(CN2CCN(Cc3ccccc3)CC2)c(OC)c1,-3,-8,8,-0.6,-7,3,13,10,12
CN1CCCC(C(=O)c2ccccc2)C1 (configuration not stated),-8,11,7,0.8,-4,-7,16,-2,-3
COc1ccc(CC2C(=O)NC(=O)NC2=O)c(OC)c1,-5,7,9,-3.9,-2,-7,-6,-8,7
Cc1ccc(/C=C2/C(=O)NC(=O)N(CC3CCCO3)C2=O)s1 (configuration not stated),-1,4,-21,-3.4,3,-13,-2,-2,-9
CC(C)(C)OC(=O)c1c(N)n(Cc2ccco2)c2nc3ccccc3nc12,17,28,-43,2.9,2,18,14,-1,18
Cc1c(Cl)cccc1NC(=S)N1CC2CC(C1)c1cccc(=O)n1C2 (configuration not stated),-1,10,2,0.4,0,-13,3,-1,1
Nc1c2c(nc3sc4c(c13)CCCCC4)CCCC2,-8,32,-29,4.0,-3,6,-12,-1,7
CN1C(=O)C(=Cc2ccc(N3CCOCC3)o2)C(=O)N(C)C1=O,2,-5,-2,-0.5,-3,-6,9,3,17
CC(=O)Nc1ccccc1C(=O)OCc1ccccc1F,2,-1,-16,1.8,0,-2,17,-1,6
c1cnc(N2CCNCC2)nc1,-3,9,-15,0.9,1,-3,-6,-1,0
Cc1ccc2c(c1)N(C(=O)CCC(=O)N1CCC3(CC1)OCCO3)CC(C)O2 (configuration not stated),0,4,15,-0.5,1,1,21,-4,-7
CN1CCc2nc3sc(C#N)c(N)c3c(-c3cccs3)c2C1,-11,-12,-3,-1.1,2,8,-18,1,-4
COc1ccc(CCNCc2sccc2C)cc1OC,-3,-3,-20,0.3,-1,0,4,-1,-2
CCN(C(=O)CN1CC=C(c2ccccc2)CC1)c1c(N)n(Cc2ccccc2)c(=O)[nH]c1=O,12,11,9,-1.2,-3,-7,-3,-3,9
CN1C(=O)C(Cc2ccc(OCc3ccccc3)cc2)C(=O)N(C)C1=O,-2,9,-5,1.4,-2,-10,3,3,4
CN1CC(C(=O)c2ccc([N+](=O)[O-])cc2)C(c2ccc(Cl)cc2)C1 (configuration not stated),-3,9,16,0.6,2,1,-17,-4,5
Cc1c(C(=O)N2CCC3(CC2)OCCO3)sc2ncnc(N(C)c3ccccc3)c12,2,13,12,0.2,1,-7,-4,2,-10
C[C@]12CCC3C(CCC4=C/C(=N/OCC(=O)NC(CCC(=O)O)C(=O)O)CC[C@@]43C)C1CCC2O (some centres not stated),1,6,-1,-0.9,0,0,-4,1,7
CC(C)(C)C(=O)c1cn(CC(=O)NCc2ccco2)c2ccccc12,-7,14,-62,6.2,-3,2,14,-2,-17
CC(C)CNC(=O)c1c(N)n(Cc2ccco2)c2nc3ccccc3nc12,3,19,25,1.9,-7,39,11,-1,18
COc1cccc(-c2nn(CCC#N)cc2C(=O)Nc2ccccc2Cl)c1,4,15,16,4.6,1,5,6,-3,4
Cc1ccc(-n2c(O)c(C=Nc3ccc(S(N)(=O)=O)cc3)c(=O)[nH]c2=O)cc1,-6,1,-9,1.3,-2,-3,-2,-3,7
CCN1CCN(c2ccc(N)c(C)c2)CC1,0,-3,-4,-0.3,0,1,1,-4,1
COC(=O)C1=C(c2cc3ccccc3s2)C[C@@H]2CC[C@H]1N2C(=O)N1CCCCC1,6,34,52*,0.0,-5,0,-5,-1,12
Cc1ccc(Sc2ccc(C=C3C(=O)N(C)C(=O)N(C)C3=O)o2)cc1,-5,34,11,2.8,5,1,-6,-2,-10
# (next part)
SMILES,CXCR6 block,tim23-1 inh,Mdm2 MdmX PPI,UPR CHOP act,APJ ag,EBI2 block,APJ antag,UPR XBP1 act,CCR6 antagonist
CCOc1cc2c(cc1OCC)-n1cccc1C(c1cc(C)c(OC)cc1C)NC2 (configuration not stated),4,2,42,-1.8,-3,18,11,-4,24
c1ccc2c(c1)CC1CNCc3cccc(c31)S2 (configuration not stated),-3,39,36,3.4,-3,-4,5,4,-4
CN1CCc2c(C#N)c(Cl)nc(Cl)c2C1,-2,1,11,1.5,-2,-7,10,0,10
CC(C)[C@]12CC(=O)[C@H](C)[C@H]1C2,-4,-11,16,1.0,0,-1,-24,-3,-3
CCC(=NCCO)c1c(O)n(-c2ccccc2)c(=O)[nH]c1=O,5,-1,8,-1.0,-4,4,0,2,-12
C=CCN(CC=C)Cc1c[nH]c2ccccc12,x,1,12,16,-2,x,15,4,-11
O=c1[nH]c(O)c(/C=C2\C=Nc3ccc(OCc4ccccc4)cc32)c(=O)[nH]1,-1,-6,19,0.8,1,-16,18,-2,9
CC(C)(C)NC(=O)C1CC2CCCCC2CN1 (configuration not stated),2,5,-19,1.2,-2,-3,2,-3,-1
CCOC(=O)c1ccc2c(c1)n(Cc1ccccc1)c(C)[n+]2CC,-2,14,-14,1.5,-1,0,6,1,4
Cc1cccc(CCNCc2cc3ccc(C)cc3[nH]c2=O)c1,3,17,-11,-0.1,-1,7,-25,-1,11
Cc1nc2ccccc2c(=O)n1-c1ccc(Cl)c(Cl)c1,8,32,2,-0.3,-1,-3,10,0,-5
